Screens (PubChem BioAssay)
D2 antagonist: antagonizes the human D2 dopamine receptor. HEK293 TREx D2 cells, calcium flux, dopamine EC80. inhibition, % at 10 µM. 340,000 tested, 2% active. AID 485344; in the data active = inhibition above about 30%; note: 0% is about no effect
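In this primary screen, negative modulation is detected by tracking calcium flux after an EC80 dopamine challenge in inducible HEK293 T-REx D2 cells preexposed to test compound for 180 s.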
PI4K2A inh: inhibitors of human PI4K2A; Q9BTU6; purified PI4K2A, ADP-Glo luminescence, 1 h; hits give low values; activity change, negative = inhibition, % at 76.9 µM; 420,000 tested, 0.13% active; AID 1346378; in the data active = activity change below about -50%; inconclusive = mostly about -30% to -49%;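 note: -100% = wells without enzyme as full effect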
Target sequence (Q9BTU6 whole entry, looked up): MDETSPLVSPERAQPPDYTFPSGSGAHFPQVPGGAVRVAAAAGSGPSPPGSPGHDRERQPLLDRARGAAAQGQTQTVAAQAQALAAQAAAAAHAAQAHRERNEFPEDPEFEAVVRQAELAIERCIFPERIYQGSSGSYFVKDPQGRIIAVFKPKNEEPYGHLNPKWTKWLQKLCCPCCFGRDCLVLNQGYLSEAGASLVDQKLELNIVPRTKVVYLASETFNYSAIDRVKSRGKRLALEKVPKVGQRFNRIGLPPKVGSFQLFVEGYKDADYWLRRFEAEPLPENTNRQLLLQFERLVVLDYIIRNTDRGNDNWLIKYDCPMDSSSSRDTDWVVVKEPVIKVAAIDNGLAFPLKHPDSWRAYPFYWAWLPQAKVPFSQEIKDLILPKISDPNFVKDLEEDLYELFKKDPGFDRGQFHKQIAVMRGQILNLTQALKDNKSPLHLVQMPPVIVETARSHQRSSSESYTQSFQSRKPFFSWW
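In this quantitative HTS, ADP production by PI4K2A was quantified luminescently after 1 h at ambient temperature; 100 microM adenosine served as plate-quality control.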
D2 agonist: D2 dopamine receptor (human) agonism | P14416 | HEK293 T-REx D2 cells, calcium flux agonist mode | activation, % at 2 µM | 340,000 tested, 0.53% active | AID 485358;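 active = activation over 3 SD above normal in the single-dose calcium agonist read, cut at about 30% in these data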; note: 0% is about no effect
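HEK293 Trex D2 cells, tetracycline-induced, o/n 30 C 5% CO2; no-wash Ca dye, RT 30–90 min; 10-cycle baseline, 23 nl cpd added, kinetic Ca read 180 s; agonist hits = positive Ca response.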
USP1-UAF1 inh: USP1/UAF1 (human) deubiquitinase inhibition; O94782; recombinant USP1/UAF1, Ub-Rhodamine cleavage fluorescence; 390,000 tested, 0.23% active; Potency, µM (highest dose often 57.1 µM), inactives show top-dose activity change, negative = inhibition, most hits filed as inhibitors; note: potency is the fitted concentration of half-maximal effect; % is set by controls: 0 for no effect and ±100 for the full control effect; nearly all actives have a fitted effect of over 60% in size; inactives centre near -12
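1 nM enzyme complex + cpd, 15 min RT; start with Ub-Rho 150nM final; kinetic fluorescence ex 480/em 540, 6 reads q60 s. Buffer 50mM HEPES pH 7.8, 0.5mM EDTA, 0.1 mg/ml BSA, 1mM TCEP, 0.01% Tween-20.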
TrxR1 substrate: is turned over as a substrate by rat TrxR1; O89049; purified TrxR1 substrate turnover, NADPH consumption readout; Potency, µM (highest dose often 114 µM), inactives show at the highest dose activity change, negative = substrate turnover; 390,000 tested, 0.01% active; AID 588456; note: potency is the fitted concentration of half-maximal effect; % is set by controls: 0 for no effect and ±100 for the full control effect; nearly all actives have a fitted effect of over 50% in size
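Rat TrxR1, dispensed at 90 nM, was prereduced with 400 uM NADPH (final) for 5 min at ~22 deg C, then incubated with compound 15 min before 400 uM selenite. A first-read NADPH fluorescence drop versus no-compound background flagged substrates.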
TRHR agonist: activates the human TRH receptor. TRHR cells, calcium flux fluo-8, FDSS agonist mode. 360,000 tested, 0.18% active. activation, % at 2 µM. P34981. AID 493084; in the data active = activation above about 30%; note: 0% is about no effect
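Fluo-8-loaded TRHR cells; 10 s baseline, compound added, kinetic Ca2+ fluorescence read 1/s, agonist mode.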
TRHR enhancer: allosterically enhances the human TRH receptor; enhancement, % at 2 µM; 360,000 tested, 0.66% active; P34981; TRHR cells, fluo-8 calcium fluorescence, EC20 TRH enhancement; AID 493056; in the data active = enhancement above about 30%; note: 0% is about no effect
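Enhancer read-out: after compound pinning and an initial kinetic agonist-mode read, an EC20 of TRH (10 nM final) was injected and fluo-8 calcium signal (Ex 480/Em 530) followed at 1 s/cycle for 100 cycles in TRHR-expressing cells.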
IDH1 R132H inh: human IDH1 R132H inhibition. IDH1-R132H enzyme, NADPH consumption, diaphorase/resazurin fluorescence. 390,000 tested, 0.093% active. Potency, µM (highest dose often 76.6 µM), inactives show at the highest dose activity change, negative = inhibition, hits mostly inhibitors. O75874. AID 602179; note: potency is the fitted concentration of half-maximal effect; % is set by controls: 0 for no effect and ±100 for the full control effect; nearly all actives have a fitted effect of over 65% in size
Target sequence (O75874 whole entry R132H, stated change not applied): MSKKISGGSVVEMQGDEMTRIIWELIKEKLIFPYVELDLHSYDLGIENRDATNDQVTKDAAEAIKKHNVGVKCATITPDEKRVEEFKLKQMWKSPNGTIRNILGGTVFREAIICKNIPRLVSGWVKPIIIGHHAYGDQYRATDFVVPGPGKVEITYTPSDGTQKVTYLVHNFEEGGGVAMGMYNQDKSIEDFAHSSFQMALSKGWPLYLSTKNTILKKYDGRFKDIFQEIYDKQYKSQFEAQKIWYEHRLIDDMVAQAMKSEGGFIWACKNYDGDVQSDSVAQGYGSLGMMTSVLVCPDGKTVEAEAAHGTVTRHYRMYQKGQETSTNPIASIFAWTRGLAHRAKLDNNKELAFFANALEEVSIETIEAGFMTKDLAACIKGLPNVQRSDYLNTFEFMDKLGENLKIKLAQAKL
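IDH1-R132H (0.5 ug/mL) preincubated 30 min with compound, then NADPH (0.016 mM) and alpha-KG (2 mM) added; 80 min at RT, pH 7.5. Remaining NADPH coupled via diaphorase/resazurin to fluorescence (540/590 nm); concentration-response curves normalized to no-enzyme control.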
rTrxR1 inhibitor: blocks rat thioredoxin reductase 1. 390,000 tested, 1% active. Potency, µM (top dose mostly 114 µM), for the others: at the top dose activity change, negative = inhibition, most hits filed as inhibitors. AID 588453. O89049. recombinant rTrxR1, NADPH fluorescence consumption, selenite substrate; note: potency is the fitted concentration of half-maximal effect; % is set by controls: 0 for no effect and ±100 for the full control effect; nearly all actives have a fitted effect of over 65% in size
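Rat TrxR1 (90 nM in the dispensed reagent) was pre-reduced with 400 uM NADPH for 5 min at room temperature, then incubated with compound for 15 min. After 400 uM selenite was added, NADPH fluorescence (Ex 340/Em 450 nm) was followed for 8 min.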
Numbers without * were called inactive; ? = inconclusive; · = not tested or not shown; [ ] = dose if it differs, or a comment. Unless noted, calls come from the whole dose curve; as a rule, active = well fitted inhibition curve with a large enough effect; inconclusive = small, poorly fitted or top-dose-only effect; inactive = no such curve, though single readings can be large or run the other way. Random draw from the library; any-hit rate near 3.9%.

SMILES	D2 antagonist	PI4K2A inh	D2 agonist	USP1-UAF1 inh	TrxR1 substrate	TRHR agonist	TRHR enhancer	IDH1 R132H inh	rTrxR1 inhibitor
O=S(=O)(c1ccccc1Cl)N1CCCC1c1nc(-c2ccccc2Cl)no1 (configuration not stated)	15	-6	0.8	-12%	-4%	1.3	-5	6%	-3%
O=C(CN(Cc1cccs1)C(=O)CNS(=O)(=O)c1ccccc1)NCc1ccco1	3	1	-0.2	-19%	0%	-0.2	0	8%	?
O=C(COC(=O)c1ccc(Br)o1)NCc1ccco1	·	-4	·	-5%	-5%	·	·	-10%	?
COc1ccc(CC(=O)OCc2cc3cccc(C)c3[nH]c2=O)cc1	-10	2	-1.2	-1%	9%	-0.4	14	-1%	34%[activator]
CC(=O)CSc1nnc(-c2ccc(S(=O)(=O)N3CCOCC3)cc2)n1C	·	4	·	-35%	20%	-0.1	1	8%	23%
O=C1CN(C(=O)c2cccs2)c2ccccc2N1	-21	6	-0.6	0%	4%	0.9	4	12%	8%
O=C(c1cc2ccccc2o1)N1CCN=C1SCc1cccc(F)c1	12	3	0.4	-27%	-14%	-0.1	-1	0%	-16%
CCOC(=O)c1cc(-c2ccccc2)n(-c2cccc(C(=O)Nc3cccc(C)c3)c2)c1C	·	-2	-1.1	-13%	0%[57.1 µM]	0.5	-2	8%	14%[57.1 µM]
COc1cc(Cl)c([C@@H]2C[C@H]3CN(c4ccccc4)C(=O)[C@]34CCCN24)cc1OC	-9	1	-0.3	-12%	5%	-0.6	1	-9%	8%
C=C(C)CNC(=S)Nc1cccc(N)n1	26	-6	0.4	-13%	9%[57.1 µM]	-0.4	-1	1%	7%[57.1 µM]
CC1CN(S(=O)(=O)c2cn(C)c(=O)n(C)c2=O)CC(C)O1 (configuration not stated)	-17	-1	0.4	2%	-5%[57.1 µM]	0.6	-5	-10%	-6%[57.1 µM]
COC(=O)c1cn(C(=O)c2cc(Cl)ccc2Cl)c2ccccc12	8	-2	0.7	-1%	5%[57.1 µM]	-0.4	-2	-1%	20%
CCCCN(C(=N)N1CCCCC1)c1nc(C)c([N+](=O)[O-])c(=O)[nH]1	-8	-1	0.9	-20%	-5%	1.3	4	15%	-3%
COc1ccc(C(=O)COC(=O)c2c(C)noc2C)cc1Cl	·	4	·	-7%	-1%	·	·	4%	15%
COc1cccc(NC(=S)NC(=O)c2cncc(Br)c2)c1	·	11	·	-11%	-9%	·	·	4%	?
COc1cc([N+](=O)[O-])cc2cc(C(=O)N3CCCC3)c(=O)oc12	2	-3	0.0	-20%	-21%[57.1 µM]	-0.2	28	10%	20%[57.1 µM]
COCCCN1C(=O)c2ccc(C(=O)OCC(=O)NCc3cccc(OC)c3)cc2C1=O	·	-3	·	-23%	-4%	-0.5	4	7%	?
O=C(CSc1nc2ccccc2c(=O)[nH]1)N1CCN(c2ccccc2)CC1	-1	2	2.1	-13%	-2%	-0.6	2	0%	-9%
CCOc1nc2cnccc2n(CC(=O)Nc2ccc(C)c(C)c2)c1=O	0	-3	-3.3	-9%	1%	-0.2	-2	0%	3%
O=C(Oc1ccc([N+](=O)[O-])cc1)c1cc(-c2ccccc2)nc2ccccc12	-17	5	0.5	0%	4%[57.1 µM]	-0.1	-2	1%	11%[57.1 µM]

SMILES	D2 antagonist	PI4K2A inh	D2 agonist	USP1-UAF1 inh	TrxR1 substrate	TRHR agonist	TRHR enhancer	IDH1 R132H inh	rTrxR1 inhibitor
CC(=O)C1C(c2ccc(C)cc2)c2c(noc2C)CC1(C)O (configuration not stated)	-8	1	-0.1	-20%	-1%	0.8	-2	11%	8%
C#CC[N+]1(CC#Cc2ccc(C)cc2)CCCCC1	3	-3	-0.3	-18%	9%[57.1 µM]	-0.5	-3	7%	0%[57.1 µM]
Brc1ccc(-c2nnc(-c3ccccc3)o2)o1	3	-2	0.4	-14%	16%	-0.3	-5	4%	-21%
Cc1ccc(-n2c(SCC(=O)c3c(N)n(C)c(=O)n(C)c3=O)nc3sc4c(c3c2=O)CCCC4)c(C)c1	-4	-3	1.4	-16%	-2%	0.8	-2	4%	4%
O=C(Nc1ccncc1)C1c2ccccc2Oc2ccccc21	-2	1	-2.7	-21%	11%[0.457 µM]	-0.9	2	0%	21%
Cc1cccc(-n2c(SCC(=O)c3c(N)n(C4CC4)c(=O)[nH]c3=O)nnc2N2CCOCC2)c1	-26	-1	0.0	-15%	-4%	0.2	-4	-3%	0%
COc1cccc(C(=O)N/N=C(\C)c2cccc(NC(=O)c3ccc(F)cc3)c2)c1OC	6	-3	0.3	-22%	-13%	-0.7	0	1%	-5%
Cc1ccc(C)c(N=Cc2c(O)c3ccccc3oc2=O)c1	-3	1	1.4	-11%	7%[57.1 µM]	0.5	0	5%	11%[57.1 µM]
CC1CN(C(=O)Nc2cccc(C(F)(F)F)c2)CC(C)O1 (configuration not stated)	3	4	-0.7	-16%	4%[57.1 µM]	0.0	0	6%	7%[57.1 µM]
Cc1nc2c(=O)[nH]c3ccccc3c2o1	5	4	0.5	?	7%[57.1 µM]	0.0	7	-2%	17%
CCn1nnnc1SCC(=O)Nc1ccc(OCc2ccccc2)cc1	12	-2	0.2	-16%	-2%	0.5	0	12%	9%
O=C(CSc1nnc(NC(=O)c2ccccc2F)s1)NCC1CCCO1 (configuration not stated)	-2	1	0.0	0%	-15%	0.8	0	7%	-21%
COc1ccc(N2C(=O)C(CC(=O)Nc3ccccc3)N(Cc3ccc(OC)c(OC)c3)C2=O)cc1 (configuration not stated)	6	0	0.3	-7%	6%[57.1 µM]	-0.5	10	-7%	23%
CC(C)CC(=O)NC(=S)N(Cc1ccccc1)Cc1ccccc1	-8	-10	-2.1	-19%	6%[57.1 µM]	-0.7	-4	8%	15%[57.1 µM]
COc1cc(NC(=O)c2ccco2)c(OC)cc1NC(=O)Nc1ccccc1Cl	-2	1	-1.3	-21%	12%	-0.6	-5	3%	30%
Cc1cc(=O)[nH]c(SCC(=O)Nc2nc3ccccc3s2)n1	4	-7	-0.6	-13%	-5%	-0.2	2	-4%	22%
COc1ccccc1OCCCOc1ccc([N+](=O)[O-])cc1Cl	13	2	-0.3	-19%	4%[57.1 µM]	0.1	6	3%	15%[57.1 µM]
O=C(CNC(=O)c1cccs1)NCCc1ccco1	-1	-5	0.2	-15%	0%	1.0	6	2%	-9%
CCSc1nc(-c2ccccc2)cc(=O)[nH]1	-7	-2	0.0	-19%	3%	-0.3	2	-7%	11%
COC(=O)c1cc(OC)c(OC)cc1NC(=O)CC1CCCCC1	-21	4	1.8	-21%	35%[activator]	-0.7	2	6%	41%[activator]

SMILES	D2 antagonist	PI4K2A inh	D2 agonist	USP1-UAF1 inh	TrxR1 substrate	TRHR agonist	TRHR enhancer	IDH1 R132H inh	rTrxR1 inhibitor
O=C(COc1ccccc1Cl)Nc1ccc(S(=O)(=O)N2CCOCC2)cc1	0	1	-0.5	?	-7%	-0.2	-7	-9%	-2%
Cc1ccc(C(CC(=O)O)Nc2nc(N3CCOCC3)nc(N3CCOCC3)n2)cc1 (configuration not stated)	·	-1	·	8%	-7%	0.3	-2	5%	-13%
Cc1ccc(NC(=O)CSc2nn(-c3ccccc3)c(=S)s2)cc1S(=O)(=O)N(C)C	8	-2	0.8	1%	-9%	0.4	-3	-1%	-6%
CN(C)c1nc(Oc2ccc(N)cc2)nc(N(C)C)n1	·	3	·	-9%	-1%	-1.4	16	-4%	3%
CN(C)S(=O)(=O)Oc1ccc(Cl)cc1C(=O)Nc1ccc(F)cc1F	4	-14	1.7	-5%	3%[57.1 µM]	1.2	-14	3%	4%[57.1 µM]
O=C(c1cccnc1)N1CCN(c2ccc([N+](=O)[O-])cc2Cl)CC1	-12	-5	0.3	-9%	-11%	-0.3	1	0%	-11%
Cc1ccc(-n2ncc(C(=O)Nc3ccc(Cl)cc3)c2C2CCNCC2)cc1C	7	1	0.7	-7%	5%	1.7	7	0%	3%
COc1ccc(NCC(=O)NN=C2CCS(=O)(=O)c3ccc(F)cc32)cc1	·	6	·	-24%	9%[57.1 µM]	·	·	7%	23%[57.1 µM]
Cc1cccc(Nc2nnc(SCC(=O)Nc3ccc(C(=O)O)cc3)s2)c1	-5	-2	4.3	-10%	1%[57.1 µM]	0.2	-6	2%	13%[57.1 µM]
Cc1ccc(OCCNC(=O)/C=C/c2ccco2)cc1C	-1	-10	0.5	-25%	4%	-1.1	-3	11%	11µM*
COc1cc(NC(=O)Cc2c(C(=O)O)c(C)cn2C)cc(OC)c1	·	-4	0.3	-15%	-2%[57.1 µM]	0.2	6	4%	13%[57.1 µM]
Cc1ccccc1Cn1ccc(NC(=O)c2cc3ncc(Br)cn3n2)n1	-20	0	0.7	-13%	10%	-1.0	-2	4%	28%
